Bioassay records: PubChem BioAssay, National Center for Advancing Translational Sciences (NCATS)
BLM helicase inh = qHTS Assay for Inhibitors of Bloom's syndrome helicase (BLM); recombinant BLM DNA unwinding, fluorescence dequenching; Potency, µM (top dose mostly 56.1 µM), for inactives: top-dose activity change, negative = inhibition, usual class: inhibitors; 0.2% of 350,000 active; AID 2528, 2010;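 further: potency means the concentration at half of the fitted maximal effect; plate controls were vehicle for no effect and no enzyme for full effect; nearly all actives have a fitted effect of over 35% in size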
Target sequence (P54132 whole entry, looked up): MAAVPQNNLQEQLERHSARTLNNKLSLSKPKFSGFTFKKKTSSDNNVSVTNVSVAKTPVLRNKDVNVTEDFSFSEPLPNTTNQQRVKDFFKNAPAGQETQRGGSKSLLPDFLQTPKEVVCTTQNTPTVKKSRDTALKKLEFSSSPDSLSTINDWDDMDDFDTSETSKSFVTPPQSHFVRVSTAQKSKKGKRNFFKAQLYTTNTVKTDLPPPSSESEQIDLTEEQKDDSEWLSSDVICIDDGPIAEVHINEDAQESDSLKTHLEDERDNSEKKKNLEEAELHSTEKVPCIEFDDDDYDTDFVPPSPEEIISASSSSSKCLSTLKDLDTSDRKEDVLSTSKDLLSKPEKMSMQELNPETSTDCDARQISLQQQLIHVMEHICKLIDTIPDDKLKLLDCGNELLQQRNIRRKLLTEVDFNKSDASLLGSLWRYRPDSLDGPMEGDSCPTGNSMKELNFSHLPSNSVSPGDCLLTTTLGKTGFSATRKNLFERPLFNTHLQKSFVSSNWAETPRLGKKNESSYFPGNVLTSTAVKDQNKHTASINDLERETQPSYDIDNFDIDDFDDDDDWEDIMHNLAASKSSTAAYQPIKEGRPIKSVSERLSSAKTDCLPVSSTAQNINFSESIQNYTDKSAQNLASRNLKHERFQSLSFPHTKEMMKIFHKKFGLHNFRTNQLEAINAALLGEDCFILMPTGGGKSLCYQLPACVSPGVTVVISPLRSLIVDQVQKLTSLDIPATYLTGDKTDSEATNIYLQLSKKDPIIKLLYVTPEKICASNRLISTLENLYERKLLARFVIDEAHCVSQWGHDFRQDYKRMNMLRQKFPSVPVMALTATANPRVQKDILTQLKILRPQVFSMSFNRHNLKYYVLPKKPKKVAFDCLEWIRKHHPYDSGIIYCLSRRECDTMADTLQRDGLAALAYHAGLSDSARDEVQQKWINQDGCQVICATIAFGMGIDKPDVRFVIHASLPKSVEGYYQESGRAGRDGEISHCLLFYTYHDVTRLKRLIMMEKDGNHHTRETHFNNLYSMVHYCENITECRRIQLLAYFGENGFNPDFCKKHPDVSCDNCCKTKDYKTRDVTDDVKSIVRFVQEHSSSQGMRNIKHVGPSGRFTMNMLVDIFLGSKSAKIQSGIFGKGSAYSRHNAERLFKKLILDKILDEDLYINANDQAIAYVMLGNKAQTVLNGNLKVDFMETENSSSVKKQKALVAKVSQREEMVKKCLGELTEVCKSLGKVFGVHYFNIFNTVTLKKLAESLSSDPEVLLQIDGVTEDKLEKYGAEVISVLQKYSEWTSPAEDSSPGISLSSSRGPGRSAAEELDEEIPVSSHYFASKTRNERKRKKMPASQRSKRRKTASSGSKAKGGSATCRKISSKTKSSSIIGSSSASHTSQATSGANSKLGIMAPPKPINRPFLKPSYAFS
POLK inh = qHTS for Inhibitors of Polymerase Kappa; DNA polymerase kappa (Homo sapiens), Q9UBT6; purified Pol kappa, fluorescent DNA synthesis assay, 10 min; AID 588579, 2011; 0.53% of 400,000 active; Potency, µM (series often up to 107 µM), for the others: top-dose activity, negative = inhibition, hits mostly inhibitors; further: potency means the concentration at half of the fitted maximal effect; on the % scale 0 is the no-effect control and ±100 the full control effect
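Enzyme at 10 nM met test compounds for 15 min at room temperature. Substrate addition (50 nM final) began the reaction, which was monitored by fluorescence at 0 and 10 min.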
APE1 inh = qHTS Assay for Inhibitors of the Human Apurinic/apyrimidinic Endonuclease 1 (APE1). DNA repair nuclease/redox regulator APEX1 (Homo sapiens), P27695. recombinant APE1, TAMRA/BHQ-2 abasic DNA cleavage fluorescence. Potency, µM (highest dose often 65.8 µM), for the others: at the top dose activity change, negative = inhibition, usual class: inhibitors. 0.35% of 350,000 active;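 further: potency means the concentration at half of the fitted maximal effect; plate controls were vehicle for no effect and reference inhibitor for full effect; nearly all actives have a fitted effect of over 55% in size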
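Incision of a quenched TAMRA/BHQ-2 THF abasic-site duplex (50 nM) by 0.75 nM APE1, after 15 min compound preincubation, measured as fluorescence increase over three 60 s reads. Values normalized to buffer, DMSO and NSC13755 control wells.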
POLB inh = qHTS Assay for Inhibitors of DNA Polymerase Beta; P06746; Pol beta primer extension/strand displacement, fluorescence kinetic; Potency, µM (top dose mostly 114 µM), inactives show top-dose activity change, negative = inhibition, hits mostly inhibitors; 1.3% of 340,000 active; AID 485314, 2010; further: potency means the concentration at half of the fitted maximal effect; on the % scale 0 is the no-effect control and ±100 the full control effect
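10 nM enzyme + cpd, 15 min RT; start with substrate 50 nM final; read 0 min and after 10 min RT. Corrected, normalized data; 4-parameter Hill curve fit.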
TRHR ag = qHTS for Small Molecule Agonists and Allosteric Enhancers of Human TRH Receptor: Primary Screen for Agonists; Thyrotropin-releasing hormone receptor (Homo sapiens), P34981; TRHR cells, calcium flux fluo-8, FDSS agonist mode; activation, % at 2 µM; 0.18% of 360,000 active; AID 493084, 2011; in the data active means activation above about 30%; further: 0% is about no effect
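Read-out: compound-evoked intracellular calcium rise in TRHR cells, fluo-8 dye, kinetic FDSS fluorescence at 1 s/cycle following a 10-cycle baseline. Cells cultured overnight before dye loading (30 min–1.5 h, RT).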
Pol iota inh = qHTS for Inhibitors of Polymerase Iota; DNA polymerase iota (Homo sapiens), Q9UNA4; Pol iota fluorescent replication assay, 10 min; Potency, µM (titrated, usually from 115 µM), for the others: at the top dose activity, negative = inhibition, hits mostly inhibitors; 1% of 390,000 active; AID 588590, 2011; further: potency means the concentration at half of the fitted maximal effect
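Fluorescent replication assay read twice, at 0 min and 10 min after adding 50 nM (final) substrate. Enzyme (10 nM) and compounds were first incubated 15 min at room temperature; enzyme-free buffer wells were negative controls.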
Apoferritin bind = qHTS Assay for Identification of Novel General Anesthetics; Potency, µM (doses to about 77.5 µM), for the others: at the top dose activity change, negative = displacement, actives largely listed as inhibitors; apoferritin/1-aminoanthracene competitive binding, fluorescence; 0.074% of 350,000 active; AID 485281, 2010; Ferritin light chain (Equus caballus), P02791; further: potency means the concentration at half of the fitted maximal effect; on the % scale 0 is the no-effect control and ±100 the full control effect; nearly all actives have a fitted effect of over 20% in size
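Probe: 1-aminoanthracene (50% saturated, PBS). Protein: horse-spleen apoferritin, 10 uM. Incubation: 10 min, room temperature. Detection: 380 nm excitation, 535 nm emission. Analysis: normalized response, four-parameter Hill.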
ERG Ets-DNA blk = qHTS for Small Molecule Inhibitors of the ERG Ets/DNA interaction. Transcriptional regulator ERG (Homo sapiens), P11308. fluorescence polarization, His-ERG Ets domain / labelled DNA. Potency, µM (top dose mostly 76.9 µM), inactives show top-dose FP activity, negative = inhibition, most hits filed as inhibitors. 0.028% of 370,000 active. AID 624246, 2012; active means well fitted inhibition curve with a large enough effect in the polarisation, with a control signal flat; inconclusive means small, poorly fitted or top-dose-only effect, or effect the other way, or a change in a side signal; inactive means no such curve, though single readings can be large or run the other way; the % refers to the polarisation;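 further: polarization taken with two DNA probes labelled with fluorescein and Texas red; potency means the concentration at half of the fitted maximal effect; % of control where 0% means no effect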
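His-tagged ERG Ets domain (1 uM in the protein solution; 300mM KCl, 50mM Tris-HCl, 1mM EDTA, 1mM DTT, pH 7.5) received compound, then a probe mix of 5 nM fluorescein-DNA and 100nM Texas-615-DNA. Fluorescence polarization was read for both dyes.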
ALOX12 inh = Primary qHTS assay for inhibitors of human arachidonate 12S-lipoxygenase (ALOX12): Round 2. Polyunsaturated fatty acid lipoxygenase ALOX12 (Homo sapiens), P18054. purified 12hLO, xylenol orange hydroperoxide absorbance. Potency, µM (series often up to 108 µM), inactives show top-dose activity change, negative = inhibition, most hits filed as inhibitors. 1.1% of 580,000 active. AID 1671190, 2021; further: potency means the concentration at half of the fitted maximal effect; on the % scale 0 is the no-effect control and ±100 the full control effect
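Hydroperoxide product was detected by ferrous iron/xylenol orange as the 573 to 405 nm absorbance ratio. Arachidonic acid at 40 uM (final) was turned over for 30 min at room temperature by 150 nM human 12hLO, pH 7.0 Hepes buffer, after 15 min compound preincubation.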
The depositor's hits bear a star; ? = inconclusive; · = not tested or not shown; & = joins results of further samples; [ ] = another dose, or the depositor's remark. Unless noted, the call rests on the fitted dose curve; in most records, active means well fitted curve in the direction sought with a large enough effect; inconclusive means small, poorly fitted or top-dose-only effect, or another doubt; inactive means no such curve, though single readings can be large; an effect the other way counts as inactive or inconclusive.

SMILES | BLM helicase inh | POLK inh | APE1 inh | POLB inh | TRHR ag | Pol iota inh | Apoferritin bind | ERG Ets-DNA blk | ALOX12 inh
COc1ccc(S(=O)(=O)Nc2nnc(CC(C)C)s2)cc1 | 5%&4%&-3% | 5%[19.4 µM] | -11% | 20% | 0.3 | 25% | -4% | 2% | -18%[22.9 µM]
CN=C(NC#N)Nc1ccc(C2=NNC(=O)CC2C)cc1 (configuration not stated) | -1% | 13%[60.1 µM] | -12%&-8%&12% | 16%[57.1 µM] | · | 13%[58.9 µM] | · | · | -8%[22.9 µM]
OCC(O)CN1CCN(c2ccccc2)CC1 (configuration not stated) | -9%&-11% | -2% | 7%&3% | 36% | 0.3 | 19% | 0% | 9% | -12%
COc1ccc([C@@H]2CNC(=O)C2)cc1OC1CCCC1 | -8% | -3%&-4%&-5%&8%[19.4 µM] | 2%&-7%&2% | · | · | · | 4%[29.3 µM] | · | -3%&76%&0%
C[C@@H]1O[C@H](O[C@@H]2C(O)[C@H](O)[C@@H](CO)O[C@H]2Oc2cc(O)c3c(=O)cc(-c4ccc(O)cc4)oc3c2)[C@H](O)[C@H](O)[C@H]1O (some centres not stated) | -7% | 3%[60.1 µM] | 12% | · | · | · | 0% | · | ·
CN1CCC(Nc2ncc3ncnc(Nc4ccc(F)c(Cl)c4)c3n2)CC1 | 105%[activator] | -14%[60.1 µM] | 7% | · | · | · | -3% | · | ?
COc1ccc(NC(=O)C2CCCN(c3nnc(C)c4c(C)n(-c5ccccc5)nc34)C2)cc1Cl (configuration not stated) | -6% | ? | · | 71µM* | -0.9 | -30% | 0% | 6% | ?
CCCN(CCC)C(=O)C(CCC(=O)O)NC(=O)c1ccccc1 (configuration not stated) | -3%&-9% | 9%[60.1 µM] | 1% | 22% | -0.7&0.3 | ? | -13% | 3% | -6%
CN(C)CCOC(=O)C(c1ccccc1)C1(O)CCCC1 (configuration not stated) | -3%&-6% | -18% | -8% | 6% | 0.5 | -12% | 1%&13% | 6% | -5%
Nc1cc(=O)[nH]c(N)n1 | 2% | -15%[60.1 µM] | 11%&1%&16% | 17%[57.1 µM] | 0.1 | -3% | · | 14% | -14%
C[C@H]1c2cccc(O)c2C(O)=C2C(=O)C3(O)C(O)=C(C(N)=O)C(=O)[C@@H](N(C)C)[C@@H]3[C@@H](O)[C@@H]21 (some centres not stated) | · | 1% | -7% | · | 0.5 | -13% | · | -10% | -2%
COc1cc(NC(=O)c2cc(C3CC3)on2)c(OC)cc1Cl | -2% | -15% | -3% | -23% | -0.4 | -20% | 0% | -18% | 8%
O=C1c2c(O)cccc2C(C2OC(CO)[C@@H](O)[C@H](O)[C@H]2O)c2cc(CO)cc(O)c21 (some centres not stated) | · | -1% | 20% | · | 0.3 | 14% | · | 16% | -27%
O=C(O)CCCCCCCC(=O)O | -4%&-12%&-3% | 5%[60.1 µM] | -6%&1% | 55% | 0.5 | -23% | 30%[activator] | 0% | -4%&1%
CCOc1ccc(NC(=S)N2CCC(C(O)(c3ccccc3)c3ccccc3)CC2)cc1 | -12% | -12% | 0% | -17% | 1.0 | -8% | -8% | -3% | ?
CN1CCN(CCCN2c3ccccc3Sc3ccc(S(=O)(=O)N(C)C)cc32)CC1 | 6%[21.4 µM] | -7% | -6% | · | 4.7 | -1% | 2%[29.3 µM] | -12% | -21%
NC(=O)c1ccc(-c2nc(-c3ccc4c(c3)OCO4)c(-c3ccccn3)[nH]2)cc1 | -23%&-26% | 5%[60.1 µM] | -7%&-3%&-7% | · | · | · | -8%&-11% | · | -21%[57.4 µM]
Cc1ccc(Cc2c(C)nc3c(-c4ccccc4)c(C)[nH]n3c2=O)cc1 | 2% | 6% | · | -3% | -3.8 | -12% | 42%[activator] | 2% | -14%
CN1CCN(c2c(F)cc3c(=O)c(C(=O)O)cn4c3c2SCC4)CC1 | -7%&42%&62% | -12% | -8%&0% | 5%&2% | 0.0&0.2 | 13% | 47%&92%[activator] | 7% | ?
CCOc1ccccc1NC(=O)CSc1nc2ccccc2c2nc(CCn3cncc3C)nn12 | -5% | -12%[60.1 µM] | · | ? | -0.9 | ? | ? | -7% | -14%
C[C@@H]1[C@H](C)CC[C@@]2(C(=O)O[C@H]3O[C@@H](CO[C@H]4O[C@@H](CO)[C@@H](O[C@H]5O[C@@H](C)[C@@H](O)[C@@H](O)[C@@H]5O)[C@@H](O)[C@@H]4O)[C@@H](O)[C@@H](O)[C@@H]3O)CC[C@]3(C)C(=CC[C@H]4[C@@]5(C)C[C@@H](O)[C@@H](O)[C@](C)(CO)[C@@H]5CC[C@@]43C)[C@@H]12 | 5%[21.4 µM] | -8%[12 µM] | 2%[21 µM] | · | · | · | 8%[29.3 µM] | · | ·
Cc1cc(NC(=O)C2CCN(S(=O)(=O)c3ccc4[nH]c(=O)oc4c3)CC2)ccc1Br | -4% | -6% | · | 2% | 1.4 | -18% | 1% | 4% | ?
COc1ccc(Cn2c(CCC(=O)Nc3cccc(OC)c3)nc3cccnc32)cc1 | -9% | -2% | · | 35% | 0.5 | 3% | 0% | ? | 7%
O=c1c(O[C@@H]2O[C@H](CO)C(O)C2O)c(-c2ccc(O)c(O)c2)oc2cc(O)cc(O)c12 (some centres not stated) | · | 25µM* | -33% | · | · | 35µM* | · | 18% | ·
C[C@@H]1C[C@H]2[C@@H]3C[C@H](F)C4=CC(=O)C(Cl)=C[C@]4(C)[C@@]3(F)[C@@H](O)C[C@]2(C)[C@@]1(O)C(=O)CO | -4% | · | -3% | -1% | 1.1 | · | -6% | · | ·
CC(=O)OCC(=O)C1(O)CCC2C3CCC4=CC(=O)C=CC4(C)C3(F)C(O)CC21C (configuration not stated) | · | -2% | · | · | · | 20% | · | 17% | -1%
Cc1cc(Cl)ccc1NC(=O)Cn1nc(C)c2c(C)n(-c3ccccc3)nc2c1=O | -29% | ? | · | 40µM* | -0.5 | 50µM* | ? | 9% | -21%

Reprinted at random: two records from the list, in no set order.
SMILES | BLM helicase inh | POLK inh | APE1 inh | POLB inh | TRHR ag | Pol iota inh | Apoferritin bind | ERG Ets-DNA blk | ALOX12 inh
O=c1c(O[C@@H]2O[C@H](CO)C(O)C2O)c(-c2ccc(O)c(O)c2)oc2cc(O)cc(O)c12 (some centres not stated) | · | 25µM* | -33% | · | · | 35µM* | · | 18% | ·
CC(=O)OCC(=O)C1(O)CCC2C3CCC4=CC(=O)C=CC4(C)C3(F)C(O)CC21C (configuration not stated) | · | -2% | · | · | · | 20% | · | 17% | -1%

Four structures out of the list, ordered by SMILES length, largest number first.
SMILES | BLM helicase inh | POLK inh | APE1 inh | POLB inh | TRHR ag | Pol iota inh | Apoferritin bind | ERG Ets-DNA blk | ALOX12 inh
C[C@@H]1[C@H](C)CC[C@@]2(C(=O)O[C@H]3O[C@@H](CO[C@H]4O[C@@H](CO)[C@@H](O[C@H]5O[C@@H](C)[C@@H](O)[C@@H](O)[C@@H]5O)[C@@H](O)[C@@H]4O)[C@@H](O)[C@@H](O)[C@@H]3O)CC[C@]3(C)C(=CC[C@H]4[C@@]5(C)C[C@@H](O)[C@@H](O)[C@](C)(CO)[C@@H]5CC[C@@]43C)[C@@H]12 | 5%[21.4 µM] | -8%[12 µM] | 2%[21 µM] | · | · | · | 8%[29.3 µM] | · | ·
Cc1cc(NC(=O)C2CCN(S(=O)(=O)c3ccc4[nH]c(=O)oc4c3)CC2)ccc1Br | -4% | -6% | · | 2% | 1.4 | -18% | 1% | 4% | ?
CC(=O)OCC(=O)C1(O)CCC2C3CCC4=CC(=O)C=CC4(C)C3(F)C(O)CC21C (configuration not stated) | · | -2% | · | · | · | 20% | · | 17% | -1%
COc1ccc(Cn2c(CCC(=O)Nc3cccc(OC)c3)nc3cccnc32)cc1 | -9% | -2% | · | 35% | 0.5 | 3% | 0% | ? | 7%

This is a subset; rates above refer to the full screens.
